Screening results: PubChem BioAssay, several laboratories
DAT uptake mod: human DAT dopamine uptake with cocaine, either direction; Q01959; LLC-PK1 hDAT cells, [14C]-dopamine uptake with cocaine IC80; actives deviate in either direction; B-score at 10 µM; 110,000 compounds, 1.3% hits; AID 449768;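 active = Z score or B-score, a plate-position-corrected score, falls beyond the plate's 99.7% confidence bounds, in either direction; inactive = both scores lie inside the 99.7% bounds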;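 note: scored against the spread of the other compound wells on the same plate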
Target sequence (Q01959 whole entry, looked up): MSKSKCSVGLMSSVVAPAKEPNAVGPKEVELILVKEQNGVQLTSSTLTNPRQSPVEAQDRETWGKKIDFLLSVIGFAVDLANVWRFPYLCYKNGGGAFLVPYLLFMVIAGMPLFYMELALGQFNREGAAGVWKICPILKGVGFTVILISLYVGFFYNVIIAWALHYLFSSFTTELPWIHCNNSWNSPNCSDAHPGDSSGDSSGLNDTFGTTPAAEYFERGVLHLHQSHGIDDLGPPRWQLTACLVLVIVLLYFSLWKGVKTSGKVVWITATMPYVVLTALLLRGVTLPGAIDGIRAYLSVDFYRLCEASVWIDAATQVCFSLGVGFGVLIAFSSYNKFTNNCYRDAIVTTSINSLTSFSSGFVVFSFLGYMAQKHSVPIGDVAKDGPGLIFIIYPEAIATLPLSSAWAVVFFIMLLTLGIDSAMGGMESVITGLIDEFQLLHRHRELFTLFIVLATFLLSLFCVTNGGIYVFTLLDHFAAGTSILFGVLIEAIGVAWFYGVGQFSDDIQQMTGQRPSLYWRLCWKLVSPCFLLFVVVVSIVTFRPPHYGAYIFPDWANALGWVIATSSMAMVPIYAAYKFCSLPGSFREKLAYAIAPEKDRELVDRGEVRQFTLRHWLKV
E coli WT exp: growth inhibitors of E. coli BW25113 wild type | OD600 absorbance | growth inhibition, % at 100 µM | 98,000 compounds, 0.15% hits | AID 710;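 active = growth inhibition above about 50% at one test dose, limit read from the data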;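 note: growth measured after 20 h incubation at 37 °C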
S1P2 blocker: antagonists of human S1P2 receptor; 97,000 compounds, 0.21% hits; AID 736; cell-based S1P2 antagonist assay, inhibition at 5 uM; inhibition, % at 5 µM; O95136; in the data active = inhibition above about 45%;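 note: CRE beta-lactamase reporter cells expressing human S1P2 stimulated with S1P; 0% = agonist at EC80 alone and 100% = agonist plus reference antagonist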
Target sequence (O95136 whole entry, looked up): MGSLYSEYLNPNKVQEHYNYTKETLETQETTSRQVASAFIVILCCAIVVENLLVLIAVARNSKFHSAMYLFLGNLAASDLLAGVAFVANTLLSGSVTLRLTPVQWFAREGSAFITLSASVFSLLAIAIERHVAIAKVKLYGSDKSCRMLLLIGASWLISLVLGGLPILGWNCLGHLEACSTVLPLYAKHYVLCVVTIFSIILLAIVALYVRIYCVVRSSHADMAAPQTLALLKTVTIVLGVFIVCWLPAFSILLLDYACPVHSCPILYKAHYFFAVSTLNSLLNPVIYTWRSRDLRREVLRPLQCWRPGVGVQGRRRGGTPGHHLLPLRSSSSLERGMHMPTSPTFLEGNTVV
PostGolgi yeast: growth inhibition of a yeast mutant, post-Golgi transport screen; inhibition, % at 10 µM; post-Golgi transport phenotypic cell assay; 98,000 compounds, 0.9% hits;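 note: yeast cells grown in 1536-well plates; yeast grown about 18 h at 30C before absorbance read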
PostGolgi ctrl: inhibits growth of the yeast control strain; efflux-deficient yeast background strain, growth absorbance A615, 16 h; inhibition, % at 10 µM; 98,000 compounds, 5% hits; AID 738
HUVEC prolif 384: blocks proliferation of human endothelial cells. HUVEC proliferation, CellTiter-Glo luminescence, 72 h; active compounds read low. viability, % at 10 µM (by protocol). 86,000 compounds, 1.1% hits;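 active = viability at or below 30%; inactive = viability above 30%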;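 note: 100% = median luminescence of DMSO-only cell control wells on each plate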
Fibroblast inh: blocks proliferation of human lung fibroblasts; viability, % at 10 µM; AID 719; LL 47 human lung fibroblast viability, ATP luminescence; active compounds read low; 85,000 compounds, 1.1% hits;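 active = viability at or below 50% in the single dose screen; inactive = viability above 50%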;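 note: compound exposure lasted 72 h before the ATP readout; 100% = median luminescence of untreated cell-only wells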
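Test system: LL 47 human lung fibroblasts; Quantity: 1,150 cells/well; Buffer or medium: IMEM plus 15% FBS; Dosing: tenfold compound dosing solution, DMSO at 0.1%; Timing: overnight cell rest, 72 h compound treatment at 37 °C; Detection: ATP-based CellTiter-Glo luminescent readout; Read-out basis: viability percentage against median untreated-cell control; Controls: cell-only wells, no compound.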
H69AR inhibit: growth inhibitors of human H69AR lung tumor cells. viability, % at 10 µM. 85,000 compounds, 6% hits. H69AR lung tumor viability, ATP luminescence, 72 h; active compounds read low. AID 598;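 active = viability at or below 40%; inactive = viability above 40%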;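 note: multidrug resistant small cell line overexpressing MRP-1 efflux transporter; 100% = mean luminescence of untreated control wells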
S1P2 agonist: activates the human S1P2 receptor; O95136; S1P2-expressing cell line, agonist reporter read-out; activation, % at 4.5 µM; 97,000 compounds, 0.46% hits; AID 729; in the data active = activation above about 16%;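 note: 0% = vehicle low control and 100% = maximal reference agonist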
* = called active by the depositor; . = not tested or not shown. Cut-off read from the data, not from the text of the source, unless noted: active = inhibition above about 30%; inactive = the rest.

SMILES	DAT uptake mod	E coli WT exp	S1P2 blocker	PostGolgi yeast	PostGolgi ctrl	HUVEC prolif 384	Fibroblast inh	H69AR inhibit	S1P2 agonist
CCOC(=O)/C(N=O)=C(\O)C1CCN(C(=O)OCC)CC1	0.59	3	20	4	6	95	101	102	-10
CC(C(=O)NC(=O)NCc1ccccc1)N1C(=O)c2ccccc2C1=O (configuration not stated)	1	1	-9	-16	-2	94	100	94	-4
CCS(=O)(=O)C(=C1NCCO1)S(=O)(=O)CC	-0.77	-5	0	4	4	99	103	96	-4
COc1ccc(S(=O)(=O)N2CCN(C)CC2)cc1C	0.23	-1	-13	-14	4	92	98	98	-1
C=CCOn1c(C)c(C(C)=O)c2c3nonc3ccc21	-0.68	.	-15	.	.	79	108	63	1
CN1CC(=O)N(C)c2ncn(Cc3ccccc3)c2C1=O	-0.75	-3	15	-1	-2	82	85	93	-10
O=C(Cc1ccc(F)cc1)N(c1ccccc1)C1C=CS(=O)(=O)C1 (configuration not stated)	0.43	3	.	1	2	94	108	84	.
COc1cc(C(=O)NCCc2ccc3c(c2)OCCO3)ccc1OCC(=O)N1CCOCC1	-1.2	0	0	1	-1	92	98	90	-1
O=C(COc1ccccc1)Nc1ccc(S(=O)(=O)N2CCOCC2)cc1	0.47	-1	16	1	5	96	96	76	-2
O=Cc1cn(-c2ccccc2)nc1-c1cc2c(ccc3ccccc32)oc1=O	.	-1	5	-3	26	61	104	86	-2
CCC(C)n1c(-c2cccs2)nc2nc3ccccc3nc21 (configuration not stated)	-0.45	-3	-12	3	35*	99	95	80	6
O=C(Cn1cnc2c(cnn2-c2ccc(F)cc2)c1=O)NCCc1ccccc1	0.046	-9	.	-3	10	108	103	99	.
O=C(Cn1ncc2c1-c1ccccc1OC2)Nc1ccc(S(=O)(=O)N2CCCCC2)cc1	1.6	-6	-12	-7	8	71	102	69	-8
O=C1CC(c2ccco2)Cc2nc(N3CCN(Cc4ccc5c(c4)OCO5)CC3)ncc21 (configuration not stated)	-0.44	-13	-2	13	11	102	98	82	-5
Cc1ccnc(NC(=O)c2ccccc2[N+](=O)[O-])c1	0.11	4	-10	4	-5	.	.	.	-7
O=C(CCC(=O)c1ccc(Cl)cc1)OCC(=O)c1ccccc1	0.14	4	-5	-12	11	.	.	.	-2
CSc1nsc(SCc2ccc(Cl)cc2)n1	-0.81	8	-11	0	16	84	100	90	-4
O=C(CSc1nc(-c2ccco2)cc(C(F)(F)F)n1)Nc1ccc(C(=O)N2CCOCC2)cc1	2.9	.	-27	.	.	101	108	78	-9
COc1cccc(CN2C(=O)Nc3ccccc3C(=O)N2C(C)(C)C)c1	0.005	1	-6	-11	-4	93	93	87	3
Cc1cc(OCc2ccc(C(=O)n3cccn3)o2)ccc1Cl	-0.26	.	10	.	.	94	109	108	-4
CCS(=O)(=O)c1nc2ccccc2n1CC(=O)N1CCOCC1	-0.083	2	-13	10	3	96	93	88	-1
COc1ccc(Cl)cc1NC(=O)C1CCCO1 (configuration not stated)	0.075	-1	10	7	11	96	88	112	-10
Cn1cc(Br)c(C(=O)N2CCN(c3cccc(Cl)c3)CC2)n1	-0.42	.	-1	.	.	86	93	85	-1
COc1ccc(N2CCN(CCCNS(=O)(=O)c3c(C)noc3/C=C/N(C)C)CC2)cc1	-2.2	3	15	-1	-6	80	90	104	-9

Sorted by value in S1P2 blocker (highest first): seven of the compounds above
smiles	S1P2 blocker
O=C(COc1ccccc1)Nc1ccc(S(=O)(=O)N2CCOCC2)cc1	16
COc1ccc(Cl)cc1NC(=O)C1CCCO1 (configuration not stated)	10
O=C1CC(c2ccco2)Cc2nc(N3CCN(Cc4ccc5c(c4)OCO5)CC3)ncc21 (configuration not stated)	-2
O=C(CCC(=O)c1ccc(Cl)cc1)OCC(=O)c1ccccc1	-5
Cc1ccnc(NC(=O)c2ccccc2[N+](=O)[O-])c1	-10
CSc1nsc(SCc2ccc(Cl)cc2)n1	-11
COc1ccc(S(=O)(=O)N2CCN(C)CC2)cc1C	-13

Later entries
SMILES	DAT uptake mod	E coli WT exp	S1P2 blocker	PostGolgi yeast	PostGolgi ctrl	HUVEC prolif 384	Fibroblast inh	H69AR inhibit	S1P2 agonist
COC(=O)c1cc(=O)n(CCc2ccccc2F)c(=Nc2ccc(F)c(Cl)c2)s1	1.7	-18	7	3	17	8.9*	16*	1.5*	-7
O=C(NC1(C(F)(F)F)NC(=O)N(Cc2cccnc2)C1=O)c1ccncc1 (configuration not stated)	-1	-2	-28	-3	14	94	100	92	-5
CC(=O)N1CCN(C(=O)CSc2nc3c(cnn3-c3ccccc3)c(=O)[nH]2)CC1	-0.0029	-4	-4	-1	1	100	105	93	-2
Cc1ccccc1NC(=O)Cn1c(C)nc2ccc(N)cc2c1=O	-0.003	-2	-11	-2	9	.	.	.	-3
Cc1cc(C)c(C#N)c(Nc2ccccc2)n1	-0.72	.	-19	.	.	97	98	91	-4
COc1ccccc1NC(=O)c1ccc(NS(C)(=O)=O)cc1	-0.55	8	-13	-9	28	107	102	81	-5
COc1ccc(-c2noc(CSc3nnc(-c4ccccc4)n3C)n2)cc1	2.4	5	-11	-7	15	116	105	89	-8
Cn1nnnc1SCC(=O)Nc1cc(C(=O)O)cc(C(=O)O)c1	0.23	-1	-1	20	0	.	.	.	-3
CCOc1ccc2[nH]cc(C(=O)N3CCN(CC)CC3)c(=O)c2c1	0.61	3	1	-5	8	101	103	91	-3
CCNC(=O)C1CC(=O)N(c2ccc(OCC)cc2)C1 (configuration not stated)	-0.13	2	.	19	5	102	105	94	.
CCCN(CC1CC1)C(=O)COC(=O)c1[nH]c(C)c(C(=O)OCC)c1C	1.7	1	-18	27	5	104	94	67	-4
Cc1cccc(-c2nc(CN3CCCC(C(=O)NC4CCC(C)CC4)C3)c(C)o2)c1 (configuration not stated)	0.1	17	5	2	2	12*	99	65	-1
CC1=C(C(=O)Nc2ccc(Cl)cc2)C(c2ccco2)NC(=O)N1 (configuration not stated)	-1.6	6	-9	25	-6	86	101	101	-2
CNC(=O)Oc1ccc2c(c1)[C@]1(C)CCN(C)[C@@H]1N2C	-0.67	.	.	.	.	104	115	99	.
O=C(Cn1c(CN2CCCCC2)nc2ccccc2c1=O)Nc1ccccc1	0.039	-1	.	-5	14	89	91	93	.
COc1ccccc1-n1c(SCC(=O)Nc2ccccc2C)nc(O)cc1=O	-1.7	-2	11	8	37*	89	93	102	-4
CCOc1ccc(Nc2nc(Cc3nnc(SCC(=O)O)o3)cs2)cc1	-0.34	3	18	7	-2	106	93	100	-4
COc1ccc(N2CCN(c3oc(Cc4cccc5ccccc45)nc3C#N)CC2)cc1	0.033	-15	-3	8	20	100	97	100	-9
O=C1c2ccccc2C(=O)N1Cc1nc2ccccc2o1	-0.21	-3	12	3	7	91	98	92	-3
COc1ccc(N2CCN(C(=S)Nc3cccc(C)c3C)CC2)cc1	-1	-10	17	-2	-5	.	.	.	-9
CS(=O)(=O)c1ccc2nc(N)sc2c1	-0.35	-5	-11	10	7	.	.	.	-9
COc1cccc(NC(=O)Cc2ccc(C)cc2)c1	0.14	-4	-17	24	2	96	92	98	-4
O=C(COC(=O)c1cn(-c2ccccc2)nc1-c1ccccc1)c1cccc([N+](=O)[O-])c1	0.33	-11	23	20	-7	.	.	.	-3
O=C(COC(=O)c1n[nH]c(=O)c2ccccc12)c1ccc(Cl)cc1	.	3	11	-1	1	.	.	.	-5
Cn1nnnc1SCC(=O)N(C1CCCCC1)C1CCCCC1	0.16	5	5	0	13	95	102	92	-4
Nc1nc(-c2ccccc2)cc(N2CCCCC2)n1	-0.35	7	-19	-6	8	57	56	23*	-16
Cc1ccc(-n2c3c(cc(C(=O)O)c2=O)C(=O)CC(C)(C)C3)cc1	0.37	-2	-5	-7	9	96	.	92	-4
C=CCn1c(C(C)NC(=O)CCC)nc2ccccc21 (configuration not stated)	-1	.	-22	.	.	97	101	98	-5
CCSc1nc(O)c(C2OC(=O)c3c2ccc(OC)c3OC)c(=O)n1-c1ccccc1 (configuration not stated)	-0.16	-6	-20	-12	3	92	104	99	-4
CC(C)(C)c1ccc(C(=O)N2CCC(C(=O)NCC3CCCO3)CC2)cc1 (configuration not stated)	0.5	4	-3	2	-1	97	99	96	-3
C=CCOc1ccc(C2N3CC4(CC)CN2CC(CC)(C3)C4=O)cc1 (configuration not stated)	0.25	-1	.	4	4	101	95	95	.
CCOc1ccc(-c2cn(CCC#N)cn2)cc1	0.75	3	.	2	11	87	96	96	.
CCOC(=O)c1c2n(c3ccc(OC(C)=O)cc13)CCC2	0.18	-2	-4	-5	2	88	106	86	-2
O=C(NCCc1ccc2c(c1)OCO2)C1CCN(S(=O)(=O)c2ccc(Cl)cc2)CC1	0.26	-9	3	-2	5	85	111	93	-4
CCCN(CCC)Cc1c(C(=O)OCC)nnn1-c1nonc1N	1.1	4	-3	2	6	99	107	98	2
CC(CCc1ccccc1)NCc1ccncc1 (configuration not stated)	-0.065	5	-13	-2	25	95	98	98	0
Cc1nn(CC(=O)Nc2ccc3c(c2)nc(CCN2CCCCC2)n3C)c(=O)c2ccccc12	0.86	7	6	2	2	103	93	83	-5
Cn1cc(Cl)c(C(=O)Nc2nc3ccc(Cl)cc3s2)n1	-0.18	-6	10	-1	9	.	.	.	-10
COc1ccc2c(=O)c(N3C(=O)c4ccccc4C3=O)c(C)oc2c1	-0.16	-6	-9	0	0	.	.	.	0
Cn1c(SCC(=O)NC(C)(C)C)nnc1-c1cnccn1	-0.25	1	-5	-3	18	99	101	66	-5
Cc1ccc(N(CC(=O)NC2CCCC2)C(=O)c2c(C)noc2C)cc1C	-0.13	4	12	6	-2	88	92	73	-4
c1cnc2c(OCc3cn4cccnc4n3)cccc2c1	1.2	10	2	-13	-1	91	100	102	-9
O=C(c1ccco1)N(CCCN1CCOCC1)c1nc(-c2ccc(F)cc2)cs1	1.3	-2	1	-4	24	83	94	43	-7
COc1ccc(-c2cc(C(=O)NC(C)C)no2)cc1	0.011	-4	-17	-5	4	103	102	85	1
COC(=O)C(NC(=O)c1ccccc1)=C1C=C(C)OC(C)=C1	0.043	2	-3	5	0	94	99	101	-1
COc1ccccc1-n1cnc(N)c1C(=O)c1ccccc1	-1	-2	6	1	4	68	73	24*	-6
CCOC(=O)c1cc(C#N)c(NCc2ccccc2)nc1C	0.03	-11	-23	15	10	87	86	84	-7
CCc1ccc(N(C)S(=O)(=O)c2ccc3[nH]cc(C(=O)NCCN4CCOCC4)c(=O)c3c2)cc1	1.8	-5	-13	-2	6	90	94	75	-7

Looked up by compound from the entries so far, 2 records:
SMILES	DAT uptake mod	E coli WT exp	S1P2 blocker	PostGolgi yeast	PostGolgi ctrl	HUVEC prolif 384	Fibroblast inh	H69AR inhibit	S1P2 agonist
Cn1c(SCC(=O)NC(C)(C)C)nnc1-c1cnccn1	-0.25	1	-5	-3	18	99	101	66	-5
COc1ccc2c(=O)c(N3C(=O)c4ccccc4C3=O)c(C)oc2c1	-0.16	-6	-9	0	0	.	.	.	0

Continuation.
SMILES	DAT uptake mod	E coli WT exp	S1P2 blocker	PostGolgi yeast	PostGolgi ctrl	HUVEC prolif 384	Fibroblast inh	H69AR inhibit	S1P2 agonist
O=C(CCCCCn1c(=S)[nH]c2ccccc2c1=O)N1CCOCC1	1.2	-15	-9	-7	-3	106	104	97	-5
O=C(Nc1ccc2ccccc2c1)c1cnccn1	-0.1	2	-4	-1	0	91	107	90	-7
NC(=O)c1nc(N2CCOCC2)nc(N2CCOCC2)n1	-0.32	-1	6	13	5	77	96	90	-2
COc1ccc2cc3cc(C(=O)NCCCN4CCOCC4)oc3nc2c1	-0.51	-1	12	15	24	97	96	83	-2
COc1cnn(-c2ccccc2)c(=O)c1N(C)C	-0.17	1	-6	-2	16	83	92	88	-4
